Screens deposited in PubChem by several laboratories.
Mtb UGM inh: inhibitors of M. tuberculosis UDP-galactopyranose mutase | AID 504406 | purified UGM, fluorescence polarization probe displacement | inhibition, % at 10 µM | hit rate 0.06% among 320,000; in the data active = inhibition above about 10%, passing the limit was not always enough
Target sequence (P9WIQ1 whole entry, looked up): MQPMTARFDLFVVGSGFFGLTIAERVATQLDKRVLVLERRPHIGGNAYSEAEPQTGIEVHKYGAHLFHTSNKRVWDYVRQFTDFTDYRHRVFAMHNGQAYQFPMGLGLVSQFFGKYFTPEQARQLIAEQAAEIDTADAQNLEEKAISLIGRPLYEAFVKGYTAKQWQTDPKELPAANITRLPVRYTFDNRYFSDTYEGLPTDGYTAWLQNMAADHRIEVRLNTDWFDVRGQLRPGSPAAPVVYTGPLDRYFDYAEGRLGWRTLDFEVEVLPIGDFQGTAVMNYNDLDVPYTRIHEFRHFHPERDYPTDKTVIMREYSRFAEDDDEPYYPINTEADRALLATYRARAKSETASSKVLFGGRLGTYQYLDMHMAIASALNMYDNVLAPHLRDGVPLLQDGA
PfHsp40 rescue: compounds rescuing yeast from Plasmodium falciparum HSP40 toxicity. hit rate 0.68% among 340,000. S. cerevisiae expressing PfHsp40, growth rescue, ATP luminescence. growth rescue, % at 12.5 µM; in the data active = growth rescue above about 28%, passing the limit was not always enough;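 note: yeast W303a lacking pdr1 and pdr3 grown in galactose medium; growth measured after three days at 30 °C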
FBA Mtb inh: Mtb fructose-bisphosphate aldolase inhibition; P9WQA3; purified M. tuberculosis FBA, fluorescence read-out; inhibition, % at 1 µM; hit rate 2.3% among 360,000; in the data active = inhibition above about 27%;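 note: 0% = vehicle and 100% = reference inhibitor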
Target sequence (P9WQA3 whole entry, looked up): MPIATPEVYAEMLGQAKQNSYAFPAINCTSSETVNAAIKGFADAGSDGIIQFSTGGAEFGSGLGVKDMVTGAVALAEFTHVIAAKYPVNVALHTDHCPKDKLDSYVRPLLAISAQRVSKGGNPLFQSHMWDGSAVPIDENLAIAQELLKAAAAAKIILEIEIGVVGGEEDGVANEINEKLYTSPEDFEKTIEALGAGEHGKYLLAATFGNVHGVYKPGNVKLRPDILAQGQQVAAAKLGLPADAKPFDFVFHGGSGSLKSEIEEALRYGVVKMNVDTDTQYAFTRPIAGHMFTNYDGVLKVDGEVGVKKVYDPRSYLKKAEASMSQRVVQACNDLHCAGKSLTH
Vc quorum ag: inducers of Vibrio cholerae quorum light production without autoinducers. hit rate 0.16% among 350,000. activation, % at 18.7 µM. AID 588436. V. cholerae BH1578 lux reporter, luminescence, 6 h; in the data active = activation mostly above about 9.7%, no sharp cut-off; note: not every result past the cut was called active; inactives centre near 0; reference of the scale not given here
Yp Topo-I inh: inhibitors of Yersinia pestis topoisomerase I | Y. pestis Topo-I cleavage product accumulation, plate reader | activity, % at 10 µM | hit rate 0.064% among 360,000 | AID 504884; in the data active = activity above about 50%, passing the limit was not always enough; note: inactives centre near 2
FadD28 FP inh: inhibitors of Mycobacterium tuberculosis FadD28 bisubstrate binding; FadD28 bisubstrate probe binding, fluorescence polarization; hit rate 0.22% among 360,000; inhibition, % at 12.5 µM; in the data active = inhibition above about 8.5%, passing the limit was not always enough
GDH-TPI counter: GDH-TPI coupled enzyme inhibition counter-screen | GDH-TPI coupled enzyme counterscreen, NADH absorbance | inhibition, % at 4.8 µM | hit rate 1.2% among 360,000; in the data active = inhibition above about 30%;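 note: 0% = DMSO wells and 100% = wells lacking the enzyme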
TcdB inh: inhibitors of Clostridioides difficile toxin B glycohydrolase; P18177; TcdB glycohydrolase enzymatic assay, plate reader; inhibition, % at 9.99 µM; hit rate 0.24% among 350,000; in the data active = inhibition above about 10%
BioA inh: inhibitors of Mycobacterium tuberculosis BioA enzyme; purified M. tuberculosis BioA enzyme, plate reader; inhibition, % at 9.99 µM; AID 602481; hit rate 0.096% among 360,000; in the data active = inhibition above about 40%
An asterisk follows results filed as active; i = inactive; . = no result given. The order is random; 4.6% or so of the library scored in one or more.

SMILES	Mtb UGM inh	PfHsp40 rescue	FBA Mtb inh	Vc quorum ag	Yp Topo-I inh	FadD28 FP inh	GDH-TPI counter	TcdB inh	BioA inh
O=C(NC1=NCCS1)c1ccc(Cl)c(S(=O)(=O)N2CCc3ccccc32)c1	-1.4	2.3	-4	5.5	10	1.4	6	0.8	.
O=C(NC1CCCc2ccccc21)C1CCCN(S(=O)(=O)c2cnc[nH]2)C1 (stereo unspecified)	0.7	0.6	1	-0.3	4	1.4	10	-3.5	-0.8
COc1ccc(S(=O)(=O)N2C[C@H]3CON(C)[C@H]3C[C@H]2c2cccc(Br)c2)cc1	.	-0.3	0	0.2	-1	-0.1	3	1.6	-1.5
CCCCOc1ccc(/C(O)=C2/C(=O)C(=O)N(CCN(C)C)C2c2ccc(O)c(OC)c2)cc1 (stereo unspecified)	1.2	0.1	2	i	0	0.7	8	.	-0.7
CC(C)c1ccc(NC(=O)COC(=O)[C@H](CCC(N)=O)NC(=O)c2ccc(F)cc2)cc1	-0.9	-0.8	-1	-0.4	11	-1.8	-12	0.7	.
CSc1nnc(CCCCCNC(=O)OC(C)(C)C)o1	-0.9	-1.1	-2	-0.6	0	-2.5	-10	-0.8	1.2
COC(=O)c1c(C)cc(C)n2c1nc1ccccc12	-1.2	0.3	20	-0.7	3	-0.2	10	.	7.6
CSCCC(NS(=O)(=O)c1ccc(Cl)cc1)C(=O)N1CCN(c2ccccc2)CC1 (stereo unspecified)	.	0.6	4	i	-1	-1.2	6	-8.4	-2.7
O=C(CSc1nc2ccccc2s1)N/N=C/c1ccco1	2.6	-1.4	0	-0.4	-7	-2.0	6	.	.
O=Cc1cn(-c2ccccc2)nc1-c1ccncc1	1.0	2.6	0	-0.2	2	-2.8	11	2.5	4.0
O=c1cc(-c2ccccc2)oc2ccc3ccccc3c12	.	.	7	i	20	-1.3	12	1.1	-1.3
CCN(CC(=O)Nc1cc(Cl)ccc1C)C(=O)CCS(=O)(=O)c1ccc(C)cc1	0.0	0.3	-1	i	6	-2.7	5	0.4	-1.0
O=C(c1ccccc1)c1ccc(C(=O)N2CCN(c3ccc(O)cc3)CC2)cc1	1.3	2.9	1	i	9	-10	0	-8.9	2.4
CCOC(=O)NC(CC(=O)O)c1ccc(OC)c(OC)c1 (stereo unspecified)	-0.9	0.3	2	i	7	2.5	10	.	-1.5
CC(=O)Nc1ccc(NC(=O)CCCCCn2nnc3ccccc3c2=O)cc1	0.3	0.1	2	-0.5	2	0.4	4	-0.7	-1.8
Cc1ccc(-c2cnc(SCCNC(=O)c3ccco3)[nH]2)cc1	-0.3	0.6	2	-1.2	8	-1.7	9	-0.6	-1.5
COC(=O)N/N=C\c1ccc(OC/C=C/c2ccccc2)c(OC)c1	-1.5	6.4	4	-0.1	15	-2.5	-5	1.6	-1.4
CC(=O)Oc1ccc2c(c1)CCC1C2CCC2(C)C(OC(C)=O)CCC12 (stereo unspecified)	.	9.8	3	-0.4	19	-2.9	6	-0.3	0.4
CC(C)(CNC(=O)c1cc(-c2ccc(Cl)s2)nc2ccccc12)N1CCOCC1	-1.8	-1.0	62*	i	10	-3.9	19	1.9	0.7
COC(=O)CSc1nc(C2CC2)cc(C(F)(F)F)c1C#N	-1.2	-0.4	-8	5.9	2	-4.0	2	.	-2.3
CCc1ccc(N(C(=O)c2ccco2)C(C(=O)NC2CCCC2)c2ccncc2)cc1 (stereo unspecified)	0.7	21	0	-0.3	0	-3.9	1	0.6	-1.1
O=C(NCCCN1CC1)Nc1cccc2ccccc12	.	0.9	11	-0.8	-3	-3.0	8	-2.2	.
COCc1ccc([C@@H]2C[C@H]3CN(Cc4cccc(Cl)c4)C(=O)[C@]34CCCN24)o1	0.6	-0.6	2	i	12	-4.3	3	0.2	2.4
O=C(Nc1ncn[nH]1)c1c(Cl)ccc(Cl)c1Cl	2.9	-0.7	1	i	0	-3.5	-4	.	-0.1
OCC(O)C1OC(c2ccccc2)OC(CO)C1O (stereo unspecified)	.	0.6	6	1.6	-1	-0.7	17	0.8	-0.3

Following part.
SMILES	Mtb UGM inh	PfHsp40 rescue	FBA Mtb inh	Vc quorum ag	Yp Topo-I inh	FadD28 FP inh	GDH-TPI counter	TcdB inh	BioA inh
O=C(N1CCCCC1)N1CCN(S(=O)(=O)c2ccc(Cl)cc2)CC1	3.2	0.0	0	-0.3	2	-0.1	-2	0.6	-0.3
CN(C1CCCCC1)S(=O)(=O)c1ccc2c(c1)c(=O)c(C(=O)O)cn2C	.	.	-1	-0.8	-1	-3.6	15	1.0	1.0
Cc1nnc(C)n1/N=C/C=C/c1ccccc1	1.0	-0.6	5	-0.4	-2	-1.8	11	.	-1.4
CC(C)=CCC/C(C)=C/CNC(=O)C[C@H]1C[C@H](C(=O)N2CCOCC2)[C@@]2(C)c3[nH]c4cc(CCC(=O)N(C)C)ccc4c3CCN2C1=O	.	-3.0	-2	-0.5	24	0.1	6	2.1	4.2
CN(C1=C(N2CCCCC2)C(=O)c2ccccc2C1=O)c1ccccc1	-0.4	0.0	0	i	-4	1.7	5	.	0.8
Cc1csc(SCC(=O)Nc2nc(-c3ccccc3)cs2)n1	0.2	-0.4	10	-0.4	1	1.7	-9	.	0.4
CC(=O)Nc1cccc(-c2ccnc3c2CC(C(=O)NCCN(C)C)O3)c1 (stereo unspecified)	.	.	4	-0.3	3	0.1	11	1.0	0.3
N#Cc1csc(CCNC(=O)c2ccccc2)n1	.	.	-4	5.0	11	-4.7	2	0.7	0.1
O=C(c1ccco1)N1CCN(C(c2ccccc2)c2nnnn2Cc2cccs2)CC1 (stereo unspecified)	7.4	1.7	5	.	5	-2.4	-5	.	3.3
C=CCC[C@@H](Cc1ccc(F)cc1)C(=O)OC[C@@H](Cc1c[nH]c2ccccc12)NC(=O)[C@@H](CC=C)CC(=O)N(CCO)Cc1ccccc1	-0.4	0.0	1	6.0	5	-4.4	-9	1.0	-1.3
O=C(CSc1nc2ccccc2c(=O)n1-c1ccccc1)N1CCCc2ccccc21	0.5	0.2	2	-0.6	3	-0.2	4	.	.
COc1cccc(-c2n[nH]c(=S)n2Cc2ccco2)c1OC	3.6	1.3	0	-0.1	3	-1.1	0	2.2	-2.5
CC(=O)c1cccc(NC(=O)N2CCCC2C(=O)Nc2cc(C)ccc2C)c1 (stereo unspecified)	-0.4	0.4	-1	i	-12	-2.0	4	.	0.9
O=c1oc2ccccc2cc1C1=Nn2c(nnc2-c2cccnc2)SC1	-1.4	0.0	1	0.2	2	-0.4	14	.	-0.5
Nc1n[nH]c(C2CCCCC2)n1	-1.7	-1.1	3	i	5	-2.8	-8	0.5	.
O=C(NCc1n[nH]c(=S)n1-c1ccc([N+](=O)[O-])cc1)c1ccc(S(=O)(=O)N2CCOCC2)cc1	3.5	1.6	3	-0.3	-2	-0.1	12	-0.3	.
O=C(O)c1cccc(-n2cccc2C=C2C(=O)c3ccccc3C2=O)c1	2.3	-0.2	-33	-0.2	-11	1.1	7	0.0	.
CCN(CC)S(=O)(=O)c1ccc(Oc2ccccc2)c(N)c1	-1.6	1.8	2	1.6	10	-0.3	2	-1.7	.
O=S(=O)(Nc1cccc(-n2cnnn2)c1)c1cc(Cl)ccc1Cl	0.9	-0.4	2	-0.2	4	1.8	1	-1.0	0.5
CCCNC(=O)CNC(=S)N(Cc1ccccc1F)C1CCCCC1	-1.2	1.2	1	-0.3	9	-3.2	7	5.4	1.1
O=C1CSc2ccc(C(=O)NCc3ccccn3)cc2N1	-1.8	-1.9	3	-0.9	5	-1.6	0	1.2	-0.5
O=C(Nc1nc2ccccc2[nH]1)c1cc(F)cc(F)c1	-0.3	-0.3	-1	-0.3	4	-0.3	8	0.7	0.0
CN1CCN(C(=O)CSc2ccc(Cl)cc2)CC1	3.6	-0.1	8	-0.2	8	-2.0	-2	-1.3	.
CNc1ncc(C(=O)c2ccc(Br)cc2)s1	.	1.7	0	-0.1	9	-3.1	18	2.9	-0.7
Cc1ccc(S(=O)(=O)N2CCCC(CCC(=O)NCc3ccccc3F)C2)s1 (stereo unspecified)	-0.5	0.3	-3	-1.6	9	0.3	-11	1.4	.

Record cards, as listed above. Screens in order: Mtb UGM inh, PfHsp40 rescue, FBA Mtb inh, Vc quorum ag, Yp Topo-I inh, FadD28 FP inh, GDH-TPI counter, TcdB inh, BioA inh
O=C(O)c1cccc(-n2cccc2C=C2C(=O)c3ccccc3C2=O)c1 in the list: 2.3, -0.2, -33, -0.2, -11, 1.1, 7, 0.0, .
COc1cccc(-c2n[nH]c(=S)n2Cc2ccco2)c1OC in the list: 3.6, 1.3, 0, -0.1, 3, -1.1, 0, 2.2, -2.5

The listing picks up, repeating the 4 entries before the break.
SMILES	Mtb UGM inh	PfHsp40 rescue	FBA Mtb inh	Vc quorum ag	Yp Topo-I inh	FadD28 FP inh	GDH-TPI counter	TcdB inh	BioA inh
O=C(Nc1nc2ccccc2[nH]1)c1cc(F)cc(F)c1	-0.3	-0.3	-1	-0.3	4	-0.3	8	0.7	0.0
CN1CCN(C(=O)CSc2ccc(Cl)cc2)CC1	3.6	-0.1	8	-0.2	8	-2.0	-2	-1.3	.
CNc1ncc(C(=O)c2ccc(Br)cc2)s1	.	1.7	0	-0.1	9	-3.1	18	2.9	-0.7
Cc1ccc(S(=O)(=O)N2CCCC(CCC(=O)NCc3ccccc3F)C2)s1 (stereo unspecified)	-0.5	0.3	-3	-1.6	9	0.3	-11	1.4	.
CCN(CC)C(=O)c1csc(COCCO)n1	.	.	1	i	-7	-3.4	-8	-4.3	1.3
O=C1NC(=Nc2ccccc2)S/C1=C\c1cccnc1	0.6	0.6	0	-0.7	-2	-2.8	33*	1.8	.
O=C(Nc1cccc(S(=O)(=O)NC2=NCCC2)c1)c1cc(Cl)ccc1[N+](=O)[O-]	1.4	1.0	-2	-0.6	3	-2.7	5	.	.
COc1ccccc1CCN1CCCC(CN(C)C(=O)c2ccco2)C1 (stereo unspecified)	-1.3	-0.4	1	14	3	-2.5	2	0.9	0.4
COc1ccc(C(=O)NC23CC4CC(CC(C4)C2)C3)cc1OC	1.8	-1.1	0	-2.3	0	-3.1	-4	0.5	6.2
CCc1sc(NC(=O)COC)nc1-c1ccccc1	6.1	0.3	-1	-5.6	-2	-3.0	17	.	3.0
O=c1oc2ccc(C#CC3(O)CCCCC3)cc2cc1-n1cc(-c2ccccn2)nn1	-2.5	-1.9	2	-0.7	13	0.4	12	0.3	-1.5
Cc1[nH]c2ccccc2c1C(=O)CSCC(=O)O	0.4	-0.9	-1	-7.1	0	-0.7	-7	.	-0.9
CC(C)(C)OC(=O)C[C@H]1C/C=C\C[C@@H](CC(=O)NCCO)C(=O)NC[C@@H](c2ccccc2)OC1=O	1.5	1.5	-4	-0.2	0	-1.4	-3	1.5	-0.3
O=C(NNC(=O)c1cccs1)c1ccco1	1.1	3.1	4	5.6	-3	1.5	3	1.4	-0.2
Cc1ccc(S(=O)(=O)N2CCN(C)CC2)c(C)c1N(C)S(=O)(=O)c1ccc(Cl)cc1	0.8	1.0	3	0.6	17	-0.8	13	.	1.9
CC(=O)Oc1cccc(N2C(=O)C3CC=C(Cl)CC3C2=O)c1 (stereo unspecified)	3.3	-0.1	0	.	4	-3.9	-14	.	-2.0
COc1ccc2nc(NC(=O)C34CC5CC(CC(NC(C)=O)(C5)C3)C4)sc2c1	-2.7	0.7	5	i	-8	-1.6	5	0.3	2.0
N=c1occ(C(=O)c2cc(F)ccc2O)cc1C(=O)NC1CCCCC1	1.2	-0.7	0	-0.3	5	-1.9	22	2.9	.
OCCCNc1ncnc2c1ncn2[C@H]1CN(Cc2ccc(-c3ccccc3)cc2)C[C@@H](CO)O1	.	.	0	0.4	26	-0.5	5	1.2	0.2
CC1(C)CC(=O)C(C(C#Cc2ccccc2)C2=C(O)CC(C)(C)CC2=O)=C(O)C1	0.8	0.5	2	1.4	-3	-1.6	11	.	.
CCCn1ccnc1SCC(=O)Nc1c(C)n(C)n(-c2ccccc2)c1=O	-2.3	-2.2	0	-1.1	-4	-2.1	2	0.5	6.0
N/C(Cc1ccc(Cl)cc1Cl)=N\OC(=O)c1ccc(Br)o1	0.1	572*	2	i	14	-3.0	-1	-0.1	0.6
CCOC(=O)N/N=C(/C)c1ccc([N+](=O)[O-])o1	-0.6	0.1	-1	2.8	5	0.0	17	-1.4	-0.2
CC(C)CC(=O)Nc1ccccc1N1CCOCC1	7.0	-1.1	-3	i	-4	-1.3	-2	.	-2.4
